STAT1 blocker = inhibitors of IFN-gamma induced STAT1 signaling. AID 920. NIH 3T3 STAT1-luciferase reporter, luminescence. 200,000 compounds, 0.35% hits. inhibition, % at 5.5 µM;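 active = inhibition above a set limit, the mean inhibition across all tested compounds plus 3 SD, cut at about 34% in these data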;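 note: 0% = IFN-gamma with DMSO and 100% = IFN-gamma with 300 µM nifuroxazide; values of inactives mirror those of a sister screen read the other way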
STAT3 activator = STAT3 signaling activation. U3A cells, IL-6 STAT3-luciferase reporter, luminescence; 100% = signal with IL-6 EC80 alone. activation (% of control), % at 5.6 µM. 190,000 compounds, 0.91% hits;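 active = activation above the screen-wide mean of compound activation plus 3 SD, cut at about 130% in these data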;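 note: 0% = background luminescence of wells with medium and substrate only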
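Detection: reporter luminescence signal / Assay system: STAT1-lacking human U3A cells, STAT3 luciferase reporter / Incubation: compound pre-incubation 1 h before IL-6, then 6 h stimulation at 37 °C / Control set: IL-6-only high control / Read-out: % activation relative to IL-6 control / Probe or stimulus: Interleukin-6, 33 ng/mL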
PPARg SRC-1 ag = agonists of human PPARgamma SRC-1 coactivator recruitment; P37231; PPARgamma-SRC-1 coactivator recruitment biochemical assay; activation, % at 8 µM; AID 631; 200,000 compounds, 0.41% hits; in the data active = activation above about 19%;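 note: 0% = DMSO and 100% = reference agonist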
ROMK primary = human ROMK K+ channel modulation, primary screen. P48048. Tet-inducible ROMK, thallium flux fluorescence; actives lie on both sides. B-score at 10 µM. 130,000 compounds, 2% hits. AID 1918;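 active = signal ratio slope over the read window, or its plate-corrected B-score, at least 3 SD from the plate mean, either direction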;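 note: B-score of the F/F0 ratio slope over 7 to 12 s after thallium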
Target sequence (P48048 whole entry, looked up): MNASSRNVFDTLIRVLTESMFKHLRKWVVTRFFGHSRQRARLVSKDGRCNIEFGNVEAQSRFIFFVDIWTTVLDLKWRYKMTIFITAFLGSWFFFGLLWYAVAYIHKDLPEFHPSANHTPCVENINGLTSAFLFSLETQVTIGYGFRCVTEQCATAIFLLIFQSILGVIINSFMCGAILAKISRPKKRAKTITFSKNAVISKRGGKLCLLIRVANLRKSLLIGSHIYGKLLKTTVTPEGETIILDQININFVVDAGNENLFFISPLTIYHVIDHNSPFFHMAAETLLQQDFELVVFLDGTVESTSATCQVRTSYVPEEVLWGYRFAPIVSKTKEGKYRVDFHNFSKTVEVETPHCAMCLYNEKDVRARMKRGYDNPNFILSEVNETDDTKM
STAT3 blocker = STAT3 signaling inhibition; inhibition, % at 5.5 µM; AID 862; U3A cells, IL-6 STAT3-luciferase reporter, luminescence; host cell line lacks STAT1; 190,000 compounds, 0.89% hits;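 active = inhibition above the mean inhibition across all screened compounds plus 3 SD, cut at about 44% in these data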;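 note: 0% = DMSO only wells and 100% = 100 µM nifuroxazide control wells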
TLR4 MyD88 comp = inhibitors of human TLR4-MyD88 binding; AID 861; HeLa CL3-4 TLR4/MyD88 BLA complementation, FRET ratio; inhibition, % at 8.4 µM; 200,000 compounds, 0.18% hits; O00206+Q99836; in the data active = inhibition above about 25%;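 note: 0% = vehicle and 100% = reference inhibitor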
RAM network inh = blocks the yeast RAM network; AID 868; inhibition, % at 50 µM; S. cerevisiae dse1pr::URA3 reporter, 5-FOA growth OD615, 2 d; analog-sensitive cbk1-as2 kinase mutant strain; 190,000 compounds, 1.8% hits;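 active = inhibition above a set limit, 3 SD over mean compound inhibition, cut at about 8.4% in these data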;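 note: 0% = DMSO-only wells with no growth and 100% = 10 µM 1-NA-PP1 full growth; inhibition rescues growth on 5-FOA so higher OD means more RAM inhibition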
TR-FRET SRC-2 ct = flags TR-FRET format artefacts in PPARgamma SRC-2 recruitment agonist screen | TR-FRET ratio at 8 µM | 200,000 compounds, 0.4% hits | TR-FRET artefact counter-screen; active compounds read high; in the data active = TR-FRET ratio above about 2000; note: inactives centre near 1500
PPARg SRC3 recr = PPARgamma-driven SRC-3 recruitment agonism | biochemical PPARgamma/SRC-3 coactivator recruitment assay | P37231 | activation, % at 8 µM | 200,000 compounds, 0.26% hits; in the data active = activation above about 23%;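 note: 0% = DMSO and 100% = reference agonist; some compounds past the cut are filed as inactive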
S1P3 antag = S1P3 (human) receptor antagonism; 170,000 compounds, 0.27% hits; CHO S1P3 NFAT-BLA reporter, FRET fluorescence, antagonist mode; inhibition, % at 4.98 µM;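 active = inhibition above the plate cutoff, the mean inhibition of test wells on that plate plus 3 SD, cut at about 28% in these data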;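 note: cells challenged with S1P at its EC80 of 0.8 µM; blue over green emission ratio from cleaved BLA substrate after 4 h stimulation; 0% = S1P-stimulated wells and 100% = unstimulated DMSO-only wells; some compounds past the cut are filed as inactive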
Target sequence (Q99500 whole entry, looked up): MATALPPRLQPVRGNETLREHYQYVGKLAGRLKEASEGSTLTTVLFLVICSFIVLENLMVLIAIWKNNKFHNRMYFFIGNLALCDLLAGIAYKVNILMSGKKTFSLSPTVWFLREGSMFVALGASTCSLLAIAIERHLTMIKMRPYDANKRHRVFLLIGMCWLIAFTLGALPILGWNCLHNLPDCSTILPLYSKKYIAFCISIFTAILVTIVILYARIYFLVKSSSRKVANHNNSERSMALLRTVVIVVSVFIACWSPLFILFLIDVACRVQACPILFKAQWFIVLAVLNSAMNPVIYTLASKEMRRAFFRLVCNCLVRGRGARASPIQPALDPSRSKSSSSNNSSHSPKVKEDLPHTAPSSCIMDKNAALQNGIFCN
PPARg SRC-2 ag = promotes SRC-2 coactivator recruitment by human PPARgamma. P37231. PPARgamma LBD-SRC-2 recruitment, biochemical. activation, % at 8 µM. 200,000 compounds, 0.34% hits; in the data active = activation above about 22%;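 note: 0% = vehicle and 100% = reference agonist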
An asterisk follows results filed as active; / = not tested or not shown. This is a random part of the collection; about 5.6% have a hit in one of these screens.

SMILES	STAT1 blocker	STAT3 activator	PPARg SRC-1 ag	ROMK primary	STAT3 blocker	TLR4 MyD88 comp	RAM network inh	TR-FRET SRC-2 ct	PPARg SRC3 recr	S1P3 antag	PPARg SRC-2 ag
COc1ccc(Br)cc1/C=N/NC(=O)c1cc(Br)ccc1O	-4	100	3	0.035	5	1	6.1	1620	4	4	8
CCCc1nc(N)nc2c1C(=O)CC(C)(C)C2	4	112	1	/	-8	7	0.0	1563	-3	7	4
Cn1c(CN2CCCC2)nc2cc(NS(=O)(=O)c3ccc(Cl)cc3)ccc21	-5	104	-3	/	2	6	-1.1	1593	7	/	1
COc1ccc(-n2nc(C)cc2N)cc1	-8	103	-4	0.0034	-2	-2	0.8	1373	1	-32	-3
O=C(NCc1ccc2c(c1)OCO2)c1ccc(Cl)c(S(=O)(=O)NCc2ccccc2)c1	5	104	4	0.071	-8	-3	5.2	1697	0	-9	0
Cc1ccccc1NS(=O)(=O)c1cc(C(N)=O)ccc1C	1	98	11	-0.21	5	-4	3.6	1561	3	24	3
COc1cc(OC)c(OC)cc1CN1CCN(Cc2cccn2C)CC1	4	109	-7	/	-16	10	-0.2	1463	-1	-9	-2
CC(C)Oc1ccc(CNC(=S)N/N=C/c2cccnc2)cc1	1	88	2	0.045	20	8	1.0	1452	7	/	1
COc1ccccc1CN1CC(C(=O)N2CCN(c3ccc(F)cc3)CC2)CC1=O (configuration not stated)	7	93	10	-0.99	12	-4	0.4	1732	3	-14	9
O=C([C@H](Cc1ccccc1)NS(=O)(=O)c1ccc(Cl)cc1)N1CC[C@@]2(O)CCCC[C@H]2C1	8	94	-4	/	11	-5	2.7	1681	-1	/	7
C/C(=N\Nc1nc2ccccc2[nH]1)c1ccc2c(c1)OCCO2	-9	95	7	-0.81	10	6	0.8	1798	10	3	21
O=C(CN(C(=O)Cn1nnc(-c2cccs2)n1)c1ccc2c(c1)OCCO2)NCc1ccccc1	0	99	7	/	6	6	3.3	1517	-5	/	2
Cc1nn(-c2nc3ccccc3n2Cc2ccccc2)c2c1C(=O)CC(C)(C)C2	5	111	-6	-2.1	-9	-2	3.2	1361	4	-7	-3
CC1CN(C(=O)COC(=O)c2cc([N+](=O)[O-])ccc2Cl)CC(C)O1 (configuration not stated)	9	104	4	0.43	-1	19	2.7	1649	2	-7	14
CCOC(=O)c1sc(=N)n(-c2ccc(OC)cc2)c1C	-26	91	9	/	12	-8	2.2	1716	1	12	6
CSc1nc(-c2ccc(Cl)cc2)nn1C(=O)c1ccccc1	-26	92	0	-0.0032	12	-7	5.4	1549	2	-14	-6
Cc1ccc(N(CC(O)CN(C)C)S(=O)(=O)c2ccccc2)cc1 (configuration not stated)	5	96	3	-0.53	6	-10	2.4	1520	-10	/	1
CCOC(=O)c1cc(-c2ccco2)nc2c1c(C)nn2-c1ccccc1	-1	106	0	/	1	2	6.4	1471	3	-14	1
CCc1ccc(CN(C)Cc2nc(Cc3ccc(OC)c(OC)c3)no2)nc1	0	109	4	-0.042	-5	-16	1.7	1438	4	9	-2
CCNc1ccc(S(=O)(=O)N(C)C)cc1[N+](=O)[O-]	-6	111	7	0.013	-11	0	1.6	1585	2	-7	1
Cc1ccc(Nc2nc(N)c([N+](=O)[O-])c(NCc3ccco3)n2)cc1	-15	95	7	/	6	10	0.1	1561	3	14	9
COc1cccc(C(=O)CN2CCC(NC(=O)NC3CCCCC3)CC2)c1	-6	100	-3	/	4	-2	0.1	1558	9	0	3
O=C(CNS(=O)(=O)c1ccccc1)OCC(=O)c1cccc([N+](=O)[O-])c1	-5	97	-2	-0.63	1	-9	0.5	1363	-1	-5	-10
CC1CC(C)CN(C(=O)CN2CCN(Cc3ccc(Cl)cc3)C2=O)C1 (configuration not stated)	9	94	7	-0.095	13	-4	-0.9	1370	2	/	7
COc1ccccc1-n1cc(C(=O)NCC(=O)N2CCN(Cc3ccccc3)CC2)c2ccccc2c1=O	-4	106	8	0.63	-2	1	-0.3	1541	0	-4	6
O=C(CCc1nnc(CCc2ccccc2)o1)N1CCCCC1CCn1cccn1 (configuration not stated)	-12	107	10	0.67	-6	3	0.5	1619	0	-12	1
Cc1ccc(S(=O)(=O)NC(C)(C)CSc2nncn2C)cc1	5	104	0	-1	2	-9	4.7	1563	-5	/	3
CCNC(=S)NNC(=O)c1cccn(Cc2ccc(Cl)cc2Cl)c1=O	10	104	0	/	5	3	3.8	1508	-3	/	-5
O=C(Cn1ccc([N+](=O)[O-])n1)NCc1nc2ccccc2[nH]1	-9	102	-2	1	9	-5	-0.2	1452	-4	-16	-6
Cc1ccc(CN2C(=O)N/C(=C\c3cccn3-c3cccc(C(=O)O)c3)C2=O)cc1	10	104	2	0.068	-1	-2	4.7	1693	9	5	9
CCOc1ccc(NC(=O)c2ccc(CNc3c(NC4CCCCC4)c(=O)c3=O)cc2)cc1	2	102	-2	/	7	-12	4.3	1539	-6	/	7
CCOc1ccc(CN2CCN(C/C=C/c3ccc(OC)cc3)CC2CCO)cc1 (configuration not stated)	-8	102	-2	-0.63	2	0	-0.6	1351	0	1	5
CCN(CC)C(=O)NC1CCCCCCC1	-1	95	-5	-0.47	11	0	0.5	1438	1	0	-4
Cc1cccc(C(=O)NC(=S)Nc2ccccc2C(=O)O)c1	-1	108	5	-0.82	4	-6	2.4	1602	2	-3	1
CCn1c(COc2cccc(C)c2)nnc1SCC(=O)N1CCCC1	6	100	-2	0.71	4	15	0.1	1314	-3	-32	-4
C/C(CC(=O)NC12CC3CC(CC(C3)C1)C2)=N\NC(=O)c1cnccn1	-2	102	-5	-0.037	5	-8	-1.3	1450	-2	-14	-9
CC(C)CC(C)NNC(=O)c1cc2ccccc2[nH]1 (configuration not stated)	-8	98	-5	0.028	9	-13	3.4	1416	-12	/	-3
CCCN1CCN(C(=O)c2cn(CC(C)C)c(=O)c3cc(OC)c(OC)cc23)CC1	3	105	2	0.51	-6	3	0.3	1449	0	/	11
CC(=O)c1c(C)nc2ccc(Br)cc2c1C(=O)O	-4	108	-1	/	-1	4	0.7	1540	-2	-30	-5
CNc1cc(F)nc(F)n1	-2	100	4	-0.41	2	-8	1.9	1524	-7	-14	-1
CCN(CC)CCn1c(=S)[nH]c2ncccc2c1=O	3	101	0	0.062	-1	1	2.8	1516	2	/	-7
O=C(COc1ccccc1)NC(Cc1c[nH]c2ccccc12)C(=O)O (configuration not stated)	8	107	-3	/	-6	-3	0.4	1434	-6	18	0
Cc1[nH]nc2c1C(c1ccccc1F)CC(=O)N2 (configuration not stated)	3	98	8	0.19	5	0	0.3	1576	10	-36	2
NC(=O)c1sc2nc(-c3ccccc3)c3c(c2c1N)CCCC3	9	89	2	-0.2	22	3	-0.1	1674	12	5	11
CCCCc1ccc(NC(=S)Nc2ccc(Nc3ccc(OC)cc3)cc2)cc1	-11	103	5	/	-5	-1	7.1	1571	0	-14	5
CCn1cc(NC(=O)Nc2ccccc2C(=O)OC)c(C(N)=O)n1	8	92	-2	/	12	-5	0.9	1345	4	-5	1
CCn1c(C)c(C(C)=O)c(N2CCN(c3ccc(OC)cc3)CC2)nc1=S	2	99	6	0.043	10	-5	0.4	1613	6	-26	-1
CC1Cc2ccccc2N1S(=O)(=O)c1cccc(C(=O)NCCCn2ccnc2)c1 (configuration not stated)	9	99	-4	-0.037	13	1	0.4	1705	2	-12	4
COc1ccc(OC(C)C(=O)NC2CC(C)(C)NC(C)(C)C2)cc1 (configuration not stated)	1	100	2	/	5	-16	0.9	1618	-1	-10	0
COC(=O)c1ccc(-c2ccco2)n1Cc1cc(C)ccc1C	-5	100	0	-0.33	-3	-9	1.3	1325	0	/	5
Cc1cnc(C(=O)Nc2ccc3c(c2)CCC3)cn1	-24	75	-6	0.55	37	0	3.0	1648	-11	-22	4
O=C(NCCCN1CCOCC1)c1ccc2c(=O)n(CCc3ccccc3)c(=O)[nH]c2c1	0	89	-2	0.28	17	-14	0.5	1536	4	/	9
COc1ccc(-n2c(SCC(=O)NCC3CCCO3)nc3n[nH]c(C)c3c2=N)cc1 (configuration not stated)	-6	97	0	/	7	-8	0.0	1691	4	-17	11
CC(C)(C)C(=O)NC(=S)NCCc1ccccc1	-30	113	4	/	-11	14	0.8	1519	-1	/	2
CC(C)C(=O)NC(Nc1cc(C(F)(F)F)ccc1Cl)C(Cl)(Cl)Cl (configuration not stated)	3	104	4	0.39	0	-6	0.3	1642	5	-11	7
CCOC(=O)C1=C(C)NC(SCC(=O)Nc2cc(C)on2)=C(C#N)C1c1cccs1 (configuration not stated)	51*	86	0	/	18	-3	5.4	1836	-2	8	7
CNC(=O)/C=C/c1cccc(C(F)(F)F)c1	1	88	-8	0.72	18	12	0.9	1473	-4	11	-1
CC(=O)N1N=C(c2cccs2)CC1c1ccc(C)o1 (configuration not stated)	0	98	11	-0.91	11	-10	-1.9	1750	1	4	4
Cc1ccc(-c2nnn(CC(=O)NC3CC4CCC3C4)n2)cc1 (configuration not stated)	-3	107	-2	/	-2	-7	1.3	1423	-10	-21	2
O=C(COC(=O)c1ccccc1NC(=O)C1CC1)c1ccc2c(c1)OCCO2	-65	97	-8	/	4	2	1.0	1511	-2	5	-11

2 of the compounds above, in CSV form.
smiles,STAT1 blocker,STAT3 activator,PPARg SRC-1 ag,ROMK primary,STAT3 blocker,TLR4 MyD88 comp,RAM network inh,TR-FRET SRC-2 ct,PPARg SRC3 recr,S1P3 antag,PPARg SRC-2 ag
CC(C)(C)C(=O)NC(=S)NCCc1ccccc1,-30,113,4,/,-11,14,0.8,1519,-1,/,2
CCOC(=O)C1=C(C)NC(SCC(=O)Nc2cc(C)on2)=C(C#N)C1c1cccs1 (configuration not stated),51*,86,0,/,18,-3,5.4,1836,-2,8,7

Remaining list, next part
SMILES	STAT1 blocker	STAT3 activator	PPARg SRC-1 ag	ROMK primary	STAT3 blocker	TLR4 MyD88 comp	RAM network inh	TR-FRET SRC-2 ct	PPARg SRC3 recr	S1P3 antag	PPARg SRC-2 ag
COc1cccc(C(=O)N2CCN=C2SCc2cccnc2)c1OC	2	104	0	/	4	-5	3.5	1585	-7	-2	-4
O=C1CCc2cc(S(=O)(=O)N3CCCC3C(=O)NC3CCCCCCC3)ccc2N1 (configuration not stated)	1	95	9	/	11	10	1.3	1763	13	/	5
Cn1c(Cn2c(=O)sc3ccccc32)nnc1SCC(=O)NCc1ccccc1Cl	-4	97	-4	/	4	1	0.6	1386	-2	-10	-5
CCN(CC)CCOC(=O)c1ccc(NC(=O)c2cccc(C)c2[N+](=O)[O-])cc1	0	101	-1	0.12	8	-8	1.6	1627	2	-3	3

Look-ups from above:
Under PPARg SRC3 recr, O=C1CCc2cc(S(=O)(=O)N3CCCC3C(=O)NC3CCCCCCC3)ccc2N1 (configuration not stated) is listed with 13
Under PPARg SRC3 recr, COc1cccc(C(=O)N2CCN=C2SCc2cccnc2)c1OC is listed with -7
Under STAT1 blocker, Cn1c(Cn2c(=O)sc3ccccc32)nnc1SCC(=O)NCc1ccccc1Cl is listed with -4
